Luc counter: Counterscreen for Luciferase (Kinase-Glo TM) Inhibition. Kinase-Glo luciferase, ATP luminescence, 8 min. hit rate 0.28% among 200,000. Luciferin 4-monooxygenase (Photuris pensylvanica), Q27757. Potency, µM (series often up to 38.3 µM), inactives show at the top dose activity change, negative = inhibition, actives largely listed as inhibitors; further: potency means the concentration at half of the fitted maximal effect; on the % scale 0 is the no-effect control and ±100 the full control effect; nearly all actives have a fitted effect of over 60% in size
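Light output from Kinase-Glo luciferase with luciferin and 10 uM ATP in 50 mM imidazole pH 7.2, KCl, MgCl2, Tween 20, BSA; compound pin-delivered, 8-min ambient incubation, then luminescence read.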
LMNA splice mod: qHTS Assay for Modulators of Lamin A Splicing. hit rate 0.01% among 200,000. HeLa LMNA splicing GFP/RFP minigene ratio, 48 h. Potency, µM (titrated, usually from 46.1 µM), for inactives: top-dose ratio change, negative = inhibition, most hits filed as inhibitors; active means well fitted inhibition curve with a large enough effect in the signal ratio, with a control signal flat, not every such curve was filed as active; inconclusive means small, poorly fitted or top-dose-only effect, or effect the other way, or a change in a side signal; the % refers to the signal ratio; further: potency means the concentration at half of the fitted maximal effect; on the % scale 0 is the no-effect control and ±100 the full control effect
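Read-out is the ratio of GFP to DsRed2 object intensity, acquired by 488 nm laser-scanning cytometry on HeLa lamin A-EGFP minigene reporter cells. Compound incubation 48 hrs at 37 °C in Opti-MEM with 2% FBS; DMSO 0.5% final.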
CBFb RUNX1 block: qHTS Assay for Compounds Blocking the Interaction Between CBF-beta and RUNX1 for the Treatment of Acute Myeloid Leukemia; AID 1477, 2009; 230,000 tested, under 10 active; Potency, µM (doses to about 59.8 µM), inactives show top-dose activity, negative = inhibition, usual class: inhibitors; Runt-related transcription factor 1 (Homo sapiens) + Core-binding factor subunit beta …; AlphaScreen CBFb-His/RUNX1-biotin binding, biochemical; further: % of control where 0% means no effect
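Inhibition was taken as any reduction in AlphaScreen signal from the CBF-beta–RUNX1 pair (His and biotin tags, 30 nM each), measured after compound (15 min) and bead (90 min) incubations at room temperature.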
NPSR antagonist: qHTS Assay for Antagonists of the Neuropeptide S Receptor: cAMP Signal Transduction. Q6W5P4. CHO-NPSR cells, cAMP TR-FRET, antagonist mode. hit rate 1% among 220,000. Potency, µM (highest dose often 38.3 µM), without a hit: at the highest dose activity change, negative = inhibition, hits mostly inhibitors. AID 1461, 2008; further: potency means the concentration at half of the fitted maximal effect; on the % scale 0 is the no-effect control and ±100 the full control effect; nearly all actives have a fitted effect of over 50% in size; many of its hits are not listed in these tables
Target sequence (Q6W5P4 whole entry, looked up): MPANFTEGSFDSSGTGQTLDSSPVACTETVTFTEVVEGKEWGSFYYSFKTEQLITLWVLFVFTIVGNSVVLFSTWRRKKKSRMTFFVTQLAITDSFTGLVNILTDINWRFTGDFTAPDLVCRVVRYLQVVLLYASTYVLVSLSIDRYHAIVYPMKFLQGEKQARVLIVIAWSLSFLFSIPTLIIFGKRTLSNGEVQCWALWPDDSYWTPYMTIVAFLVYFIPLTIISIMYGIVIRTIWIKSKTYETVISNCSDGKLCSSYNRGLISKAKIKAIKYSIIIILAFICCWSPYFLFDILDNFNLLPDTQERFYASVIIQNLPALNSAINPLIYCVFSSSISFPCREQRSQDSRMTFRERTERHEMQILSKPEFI
Epigenetic reg: Quantitative High-Throughput Screen for Regulators of Epigenetic Control; hit rate 0.2% among 280,000; Potency, µM (titrated, usually from 53.9 µM), for inactives: at the top dose GFP activation, actives largely listed as activators; murine LDR cells, GFP reporter derepression, 30 h; further: potency means the concentration at half of the fitted maximal effect; % of control where 0% means no effect; nearly all actives have a fitted effect of over 60% in size
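In this reporter-derepression format, murine cells bearing a silenced integrated CMV-GFP locus incubate with test compound (30 h, 37 C), then are washed and imaged; fluorescent objects of 20–120 um count as induced cells.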
IMPase Li inh: qHTS Assay for Identifying the Cell-Membrane Permeable IMPase Inhibitors: Potentiation with Lithium | hit rate 0.35% among 210,000 | Potency, µM (series often up to 59.4 µM), for inactives: at the highest dose activity, negative = IMPase inhibition, most hits filed as inhibitors | AID 1457, 2008 | CHO-M1 cells, IP1 TR-FRET (IP-One), carbachol + lithium;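 further: IP1 builds up when IMPase is blocked and the TR-FRET signal falls; potency means the concentration at half of the fitted maximal effect; plate controls were basal vehicle for no effect and high inhibitor control for full effect; nearly all actives have a fitted effect of over 50% in size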
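Concentration–response in CHO-M1 cells, lithium-potentiated; 30 min at 37C. IP1 detected by competitive TR-FRET after 10 min lysis at RT. Hill-fitted AC50.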
GLA spleen mod: qHTS Assay for Inhibitors and Activators of Human alpha-Galactosidase From Spleen Homogenate; Alpha-galactosidase A (Homo sapiens), P06280; human spleen homogenate, 4MU-alpha-Gal fluorescence, 40 min; Potency, µM (titrated, usually from 80 µM), inactives show top-dose activity change, negative = inhibition, most hits filed as inhibitors; hit rate 0.008% among 240,000;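 further: potency means the concentration at half of the fitted maximal effect; 0% = enzyme with vehicle and -100% = no enzyme basal signal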
Target sequence (P06280 32-429 limits assumed): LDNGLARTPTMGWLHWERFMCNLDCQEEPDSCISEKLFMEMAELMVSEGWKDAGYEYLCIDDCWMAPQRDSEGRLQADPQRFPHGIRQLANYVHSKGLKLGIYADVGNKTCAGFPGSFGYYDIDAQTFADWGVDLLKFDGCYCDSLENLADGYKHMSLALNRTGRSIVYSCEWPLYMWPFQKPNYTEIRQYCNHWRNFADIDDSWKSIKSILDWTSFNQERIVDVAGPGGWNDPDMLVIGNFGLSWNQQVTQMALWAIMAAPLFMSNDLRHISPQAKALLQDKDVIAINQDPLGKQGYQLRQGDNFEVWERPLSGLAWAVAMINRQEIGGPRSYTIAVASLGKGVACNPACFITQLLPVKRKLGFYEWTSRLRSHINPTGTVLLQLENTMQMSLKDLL
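Inhibition or activation of alpha-galactosidase in human spleen homogenate is scored by 4-MU fluorescence after 40 min at 37C, pH 5.0, with 1 mM substrate. AC50s come from concentration-response fitted to the Hill equation.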
Active calls of the source: *; u = inconclusive; x = not tested or not shown; [ ] = another dose, or the depositor's remark. Unless noted, the call rests on the fitted dose curve; in most records, active means well fitted curve in the direction sought with a large enough effect; inconclusive means small, poorly fitted or top-dose-only effect, or another doubt; inactive means no such curve, though single readings can be large; an effect the other way counts as inactive or inconclusive. Some of the compounds tested; rates above refer to the full screens.

The line under a structure holds: Luc counter | LMNA splice mod | CBFb RUNX1 block | NPSR antagonist | Epigenetic reg | IMPase Li inh | GLA spleen mod
CCCCC(=O)Nc1ccc(C(=O)NCCc2ccccc2)cc1
 : -0.3% | -2.1% | -8.6% | 7.3% | -3.2% | -3.7% | 0.6%
COc1ccc2oc(=O)c(C(=O)Nc3ccccc3O)cc2c1
 : x | x | 4.8% | 6.2% | 8.5% | x | -9.8%
Cc1cc(C)c(COc2ccc(/C=N/n3c(C)n[nH]c3=S)cc2)c(C)c1
 : -2.1% | u | 7.6% | -35.5% | 3.6% | 7.6% | 4.8%
CCCOc1ccc(/C=N/NC(=S)Nc2ccccc2[N+](=O)[O-])c(O)c1
 : -10.8% | u | 18.4% | -16.3% | 0.0% | -7.7% | 15.2%
CCC(=O)Nc1ccc(C(=O)CSc2nnc(-c3ccc(O)cc3)n2CC2CCCO2)cc1OC (configuration not stated)
 : -4.8% | 3.7% | 6.3% | -5.6%[46.1 µM] | 0.0% | 3.7%[38.3 µM] | -6.6%
CCOC(=O)N1CCC(NC(=O)CS(=O)(=O)Cc2nc(-c3ccccc3C)oc2C)CC1
 : 2.8% | u | 4.3% | 8.3% | 0.0% | 8.8% | -6.9%
CC(=O)C(Sc1nn(C)c(=S)s1)C(=O)Nc1ccccc1 (configuration not stated)
 : 0.0% | u | 5.7% | -2.3%[46.1 µM] | 1.0% | 1.3%[38.3 µM] | 7.9%
O=C(NCc1ccc(Cl)cc1)C(=O)NCC1OCCN1S(=O)(=O)c1cccs1 (configuration not stated)
 : -1.1% | 1.1% | -1.6%[2.36 µM] | 3.2% | -3.1% | -1.2% | 2.6%
COC(=O)c1ccc(COc2ccc(-c3nnn(CC(N)=O)n3)cc2)cc1
 : 1.0% | x | 8.8% | 10.3% | -3.0% | -14.7% | -7.7%
CCn1ncc(-c2cc(C(=O)O)no2)c1C
 : -0.3% | -2.8%[46 µM] | 8.2% | -1.1% | -0.1% | 5.4% | -1.9%
CC(=O)C1=C(c2ccccc2)NC(=O)NC1c1ccccc1OCC(=O)Nc1ccccc1 (configuration not stated)
 : -4.9% | 21.8% | -2.0% | -18.6%[46.1 µM] | -0.2% | 9.9%[38.3 µM] | 10.2%
COc1ccc(N2CCC(CNC(=S)Nc3cccc(C)c3)C2)cc1 (configuration not stated)
 : -3.5% | -9.9% | u | -22.5% | 0.0% | 5.3% | -4.0%
O=C(COC(=O)c1n[nH]c(=O)c2ccccc12)c1ccccc1
 : 17.1% | 9.8% | 0.1% | 0.6%[46.1 µM] | -1.0% | 18.2%[38.3 µM] | -11.0%
Cc1noc(C)c1CCC(=O)N1CCCC(CCC(=O)NCc2ccc(F)c(F)c2)C1 (configuration not stated)
 : -2.0% | 6.3%[46 µM] | 19.8% | 39.5% | -1.1% | 21.4% | 2.9%
Oc1ccccc1-c1nc(N2CCCC2)c2ccccc2n1
 : -1.7% | 3.2% | 0.7% | -0.9%[46.1 µM] | -1.5% | 3.7%[38.3 µM] | 13.7%
O=C(Cc1ccccc1)NCCSCc1ccccc1
 : -1.2% | -12.1% | 2.6% | 14.8% | 0.0% | -1.7% | -4.8%
O=C1c2ccccc2C(=O)N1CCCC(=O)N1CCCc2ccccc21
 : -2.2% | -6.4% | 6.8% | -8.3%[46.1 µM] | 0.0% | -2.9% | 9.1%
CCCCNC(=O)N1CCN(c2ccccc2OCC)CC1
 : 1.9% | x | 14.4% | 15.2% | -4.3% | 8.3% | 10.0%
COc1ccc(Oc2ncc3nc(-c4ccc(OC)cc4)c(=O)n(Cc4cccs4)c3n2)cc1
 : -0.9% | x | x | x | x | u | 1.3%
O=C(Cn1cnc2cc([N+](=O)[O-])ccc2c1=O)NC1CCS(=O)(=O)C1 (configuration not stated)
 : 1.0% | u | u | -4.2% | -1.9% | 6.3% | 1.0%

Given with bars between the fields: entries from further up.
Structure | Luc counter | LMNA splice mod | CBFb RUNX1 block | NPSR antagonist | Epigenetic reg | IMPase Li inh | GLA spleen mod
COc1ccc(Oc2ncc3nc(-c4ccc(OC)cc4)c(=O)n(Cc4cccs4)c3n2)cc1 | -0.9% | x | x | x | x | u | 1.3%
O=C(COC(=O)c1n[nH]c(=O)c2ccccc12)c1ccccc1 | 17.1% | 9.8% | 0.1% | 0.6%[46.1 µM] | -1.0% | 18.2%[38.3 µM] | -11.0%

More compounds follow.
The line under a structure holds: Luc counter | LMNA splice mod | CBFb RUNX1 block | NPSR antagonist | Epigenetic reg | IMPase Li inh | GLA spleen mod
CC(C)CCNC(=O)CCn1c(=S)oc2ccccc21
 : -1.6% | 12.7%[46 µM] | -2.4% | 2.5% | -2.2% | -4.5% | -13.9%
CCCC(=O)Nc1cccc(C(=O)Nc2nccs2)c1
 : -4.4% | -7.3% | 7.3% | 1.2%[46.1 µM] | -0.7% | 6.5%[38.3 µM] | -1.5%
C/C=C(\C)C(=O)NCCN1C2=NC[C@H](Cc3ccc(O)cc3)N2C[C@H]1Cc1ccc(O)cc1
 : x | x | 14.9% | -7.6% | 0.2% | 5.6% | -1.6%
O=C(NC(C(=O)c1ccccc1)n1cnccc1=O)c1ccccc1 (configuration not stated)
 : -3.1% | 2.9% | 1.4% | -0.5%[46.1 µM] | -1.1% | 0.8%[38.3 µM] | 9.1%
Cc1ccc(NCC(=O)c2ccc([N+](=O)[O-])cc2)cc1
 : -1.6% | x | -16.2% | -6.4% | -0.1% | 10.6% | 2.6%
O=C(Nc1ccc(F)c(F)c1)NC1CCCCC1
 : 0.1% | -8.3% | 9.9% | -7.0%[46.1 µM] | -0.2% | 29.4%[38.3 µM] | 0.5%
Cc1ccc(NC(=O)CN(C)C(=O)COc2cc(F)ccc2[N+](=O)[O-])cc1
 : x | x | -4.7% | 5.3% | -0.3% | 10.8% | -3.6%
CC1CCN(c2ccc(C(=O)NCc3cccs3)cn2)CC1
 : -2.4% | -9.7% | 0.1% | -17.9%[46.1 µM] | 2.0% | 8.1%[38.3 µM] | 8.5%
O=C(/C=C/c1ccccc1Cl)N(Cc1cccs1)C1CCS(=O)(=O)C1 (configuration not stated)
 : x | x | 1.8% | -3.7% | 0.0% | x | -0.7%
O=C(NCc1ccc(/C=c2\sc3n(c2=O)CCN=3)o1)C(=O)Nc1ccccc1
 : -7.4% | x | 14.8% | -5.7% | -5.6% | 10.0% | -2.7%
CCc1ccc(CN2C(=O)c3ccccc3C2C(=O)NCc2cccnc2)cc1 (configuration not stated)
 : -2.9% | -0.1%[46 µM] | 5.9% | 1.6% | -4.8% | -2.4% | -1.6%
CC1COc2ccccc2N1S(=O)(=O)c1ccccc1 (configuration not stated)
 : 2.7% | u | 6.2% | -16.0% | 0.9% | -1.6% | -7.8%
CN(Cc1ccco1)C(=O)c1ccc(N2CCCC2=O)cc1
 : -1.5% | 8.0%[0.0737 µM] | 1.6% | u | -0.9% | -2.0%[38.3 µM] | -8.5%
Cc1nn(-c2ccccc2)c2c1C(c1ccc([N+](=O)[O-])cc1)N1C(=N2)C(=O)Nc2ccccc21 (configuration not stated)
 : 2.9% | u | -21.1% | u | 0.0% | 15.6% | -19.9%
O=C(COC(=O)c1ccc([N+](=O)[O-])s1)NC(c1ccccc1)c1ccccc1
 : 1.8% | u | -21.8% | -4.3% | 2.2% | 1.3% | 4.4%
Cc1ccc(NS(=O)(=O)c2cc(C(=O)N3CCOCC3)ccc2C)cc1
 : -2.2% | 1.6% | 10.1% | -5.1%[46.1 µM] | 0.0% | 15.6%[38.3 µM] | -3.6%
CCOC(=O)C(=O)NC(C)CCc1ccccc1 (configuration not stated)
 : -0.9% | 0.0% | -5.3% | 15.0% | -0.2% | 0.8% | -7.9%
CC#CCN1C(=O)N[C@@H](c2ccccc2)C(C(=O)OC)=C1C
 : -2.4%[7.66 µM] | u | 9.7%[13.1 µM] | x | x | 2.3% | 6.6%[17.5 µM]
CCOC(=O)Cc1nnc(Nc2ccc(C)cc2)c2ccccc12
 : -0.9% | -3.0% | 2.0% | 10.7% | -1.0% | 7.2% | 2.9%
CCOC(=O)C(C)Sc1ncc(-c2ccc(Cl)cc2)cn1 (configuration not stated)
 : 0.7% | u | u | -24.2%[46.1 µM] | 0.0% | 9.9%[38.3 µM] | -14.3%
Cc1ccc(C(=O)C(OC(=O)c2c(C)cc(=O)oc2C)c2ccccc2)cc1 (configuration not stated)
 : 1.0% | u | 8.8% | -39.9% | -0.5% | 9.2% | -4.0%
COC(=O)Nc1sc2c(c1C(=O)NCc1ccco1)CCCC2
 : -1.0% | 6.8% | -8.0% | -8.9%[46.1 µM] | 0.0% | 5.5%[38.3 µM] | -8.1%
Cc1cccc(C)c1NC(=O)C(c1ccccc1)N1CCN(C(=O)c2ccco2)CC1 (configuration not stated)
 : 1.0% | u | 3.7% | 0.0% | 0.9% | -4.3% | -2.8%
CCCCN(CCCC)CP(=O)(c1ccccc1)c1ccccc1
 : -0.1% | 9.8% | 1.5% | u | 4.0% | 4.4%[38.3 µM] | 5.0%
Cc1nc(NC2=NCN(C3CCCCC3C)CN2)nc2ccccc12 (configuration not stated)
 : 4.2% | -21.2% | 3.0% | 11.9%[46.1 µM] | -0.9% | -3.1% | 0.9%
CCCC(=O)Nc1c(C)nn(C(=O)CCC)c1C
 : 0.5% | 7.2% | -1.3% | -3.8%[46.1 µM] | 0.0% | 2.0%[38.3 µM] | -1.2%
CCOc1ccc(C2/C(=C(\O)c3cccc(OC)c3)C(=O)C(=O)N2c2ccccn2)cc1OC (configuration not stated)
 : x | x | 8.1% | -10.0% | -6.9% | x | 4.5%
COc1cc(C)c(CN2CCCCC2CO)cc1C (configuration not stated)
 : -1.7% | -0.6% | 2.4% | -6.3%[46.1 µM] | 1.9% | 3.1%[38.3 µM] | 7.3%
O=C(OCc1nnc(-c2ccccc2)o1)c1ccc(Cl)cc1
 : 1.6% | x | 0.8% | -11.5% | -0.1% | -5.1% | 4.0%
CCOC(=O)c1c(NC(=S)N2CCN(C)CC2)sc2c1CCN(C(=O)OCC)C2
 : x | x | -15.0% | u | 5.1% | x | -19.5%
COc1ccc(/C(C)=N/N=C2/NC(=O)CC(C(=O)O)S2)cc1 (configuration not stated)
 : -1.9% | -4.0% | 0.0% | 13.0% | 1.1% | 1.5% | -15.3%
CN(C)c1ccc(-c2nnc(SCC3CCCO3)n2C)cc1 (configuration not stated)
 : 1.0% | u | 9.8% | -7.8% | -2.9% | 10.4% | 12.1%

Source: PubChem BioAssay (National Center for Advancing Translational Sciences (NCATS))
